NS5 inhibitors: Dengue-2 NS5 methyltransferase inhibitors, primary screen, biochemical, confirmation dose response (AID 588689) | 0.3% of 340,000 active | Dengue-2 NS5 methyltransferase capping enzyme assay, biochemical; higher % means a stronger effect | inhibition, % at 25 µM; hits with a dose series show IC50 in µM; in the data active = a potency from the dose series; inconclusive = inhibition above about 29% without an active follow-up result
RSV antiviral HEp-2: RSV antiviral activity via CPE protection, HEp-2 cells, primary 10 µM value included (AID 2391). HEp-2 cells, RSV-induced CPE inhibition; higher % means a stronger effect. CPE inhibition, % at 10 µM, or IC50 in µM where a hit was titrated. 0.13% of 310,000 active; in the data active = a potency from the dose series; inconclusive = CPE inhibition mostly from about 23% at the one dose, without a potency; inactive = the rest, 99 in 100 with CPE inhibition below about 21%; note: strong numbers were not always called active
West Nile virus CPE: inhibition of WNV-induced cytopathic effect – cell-based, CPE readout (AID 1621). West Nile virus-infected cells, CPE inhibition; higher % means a stronger effect. CPE inhibition, % at 10 µM; hits with a dose series show IC50 in µM. 0.02% of 290,000 active; in the data active = a potency from the dose series; inconclusive = CPE inhibition mostly from about 3.7% at the one dose, without a potency; inactive = the rest, 99 in 100 with CPE inhibition below about 2.2%; note: strong numbers were not always called active
MgcRacGAP inhibition: MgcRacGAP GTPase-activating activity inhibitors, confirmation, biochemical, ADP Hunter fluorescence | 0.6% of 340,000 active | MgcRacGAP-stimulated Rac1 GTP hydrolysis, ADP Hunter fluorescence; higher % means a stronger effect; GST-tagged Rac1 F28L mutant substrate | one-dose inhibition, % at 30 µM; IC50 in µM for titrated hits | AID 624330;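 active = first-screen hits whose inhibition reached a set limit at any dose in the follow-up dose series; inconclusive = inhibition above the set first-screen limit but never retested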;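 note: fluorescence reports GDP produced by GAP-driven GTP hydrolysis; strong numbers were not always called active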
K1F lysis inhibition: protection from phage-mediated lysis, alamar blue read-out – E. coli UTI89, K1F phage, bacterial capsule biogenesis inhibitors (AID 488966); E. coli UTI89 K1F phage lysis, alamar blue, 2 h; higher % means a stronger effect; one-dose inhibition, % at 100 µM; IC50 in µM for titrated hits; 0.02% of 340,000 active;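 active = phage lysis inhibition, versus mean bacterial control, above a set limit; inconclusive = no clear call, values can overlap the other calls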;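 note: capsule biogenesis inhibitors block K1F phage lysis so surviving cells raise fluorescence; higher fluorescence means more inhibition of phage lysis; actives were called in the ten point dose series up to 300 µM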
AID2073: inhibitors of Mint1-CaV2.2 protein interaction, biochemical, HTRF (AID 2073). HTRF protein-protein interaction, Mint1-CaV2.2; higher % means a stronger effect. one-dose inhibition, % at 20 µM; IC50 in µM for titrated hits. 0.19% of 290,000 active; in the data active = inhibition mostly above about 51%, no sharp cut-off; inconclusive = no clear call, values can overlap the other calls; inactive = mostly below about 53%; note: some results filed as inactive read as strong as hits
NTR1 ag: agonists of NTR1, primary screen, imaging, U2OS cells, beta-arrestin-GFP, high content (AID 493036) | P30989 | NTR1-U2OS beta-arrestin-GFP spot imaging, agonist mode | activation, % at 20 µM | 0.17% of 330,000 active;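 active = activation at or above 40% of the spot to cytoplasm intensity ratio, with at least 20 cells analyzed; inconclusive = wells under 20 cells, flagged as cytotoxic or low count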;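 note: 0% = DMSO without peptide and 100% = 100 nM NTR1 peptide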
Target sequence (P30989 whole entry, looked up): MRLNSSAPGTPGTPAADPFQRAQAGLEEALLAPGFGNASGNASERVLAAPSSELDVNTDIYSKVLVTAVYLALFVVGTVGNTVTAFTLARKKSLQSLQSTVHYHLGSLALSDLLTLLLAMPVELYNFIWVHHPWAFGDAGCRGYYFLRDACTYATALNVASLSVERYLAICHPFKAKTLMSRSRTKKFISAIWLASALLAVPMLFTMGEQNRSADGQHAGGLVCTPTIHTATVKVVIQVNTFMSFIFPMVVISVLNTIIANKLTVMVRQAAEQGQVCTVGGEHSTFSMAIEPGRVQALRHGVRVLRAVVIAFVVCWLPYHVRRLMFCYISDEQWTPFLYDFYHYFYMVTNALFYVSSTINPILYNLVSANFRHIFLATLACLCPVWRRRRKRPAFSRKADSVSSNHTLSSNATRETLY
SV40 large T antigen: SV40 large T antigen inhibitors, biochemical (AID 1903); SV40 large T antigen ATPase/helicase inhibition assay; higher % means a stronger effect; inhibition, % at 20 µM, or IC50 in µM where a hit was titrated; 0.39% of 310,000 active; in the data active = a potency from the dose series; inconclusive = inhibition mostly from about 32% at the one dose, without a potency; inactive = the rest, 99 in 100 with inhibition below about 32%; note: strong numbers were not always called active
Siah-1 displacement: Siah-1 peptide-binding antagonists, primary screen, biochemical, fluorescence polarization, rhodamine-plectin, uHTS (AID 1817); Siah-1 / rhodamine-plectin peptide fluorescence polarization; higher % means a stronger effect; one-dose displacement, % at 20 µM; IC50 in µM for titrated hits; 0.02% of 290,000 active;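 active = displacement of at least 50% at 20 µM, with a fluorescence ratio check between 0.3 and a set limit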;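 note: plate controls were Siah plus tracer with DMSO for no effect and tracer alone without Siah for full effect; strong numbers were not always called active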
NTR1 ag cell count 20 µM: further read-out of NTR1 ag, marked with its call; cell count; measured here: cell count, cytotoxicity flag
NS5 inhibitors pilot replicate: further read-out of NS5 inhibitors, marked with its call; inhibition, %; measured here: pilot screen replicate inhibition
An asterisk follows results filed as active; ? = inconclusive; nt = no result given; [ ] = another dose, or the depositor's remark.

SMILES	NS5 inhibitors	RSV antiviral HEp-2	West Nile virus CPE	MgcRacGAP inhibition	K1F lysis inhibition	AID2073	NTR1 ag	NTR1 ag cell count 20 µM	SV40 large T antigen	Siah-1 displacement	others
CC(C(=O)NCCS(=O)(=O)c1ccc(Br)cc1)S(=O)(=O)c1ccc(Cl)cc1 (stereo unspecified)	-2%	-0.7%	-0.4%	10%	0.3%	11%	2.5	44	3%	-4%
CC(=O)Nc1ccc(S(=O)(=O)Nc2nccc(/C=C/c3ccc(Cl)cc3)n2)cc1	-8%	?	-0.3%	-1%	2.3%	13%	-2.1	55	13%	10%
CCn1c(SCC(=O)Nc2ccc(OC)cc2)nc2nc3c(cc2c1=O)COC(C)(C)C3	nt	nt	1.3%	nt	nt	-6%	2.4	50	9%	1%
CCOC(=O)c1cc(C)n(Cc2cccc(OC)c2OC)c1C	-12%	-0.5%	-0.9%	5%	-0.3%	-3%	-1.1	101	2%	3%
CC1CCCCC1NC(=O)c1ccc(S(=O)(=O)NCC2CCCO2)cc1 (stereo unspecified)	-7%	0.7%	0.4%	7%	0.6%	-10%	2.4	75	-6%	6%
O=C(CN(C(=O)CCC(=O)Nc1ccccn1)c1ccccc1F)NCc1ccc2c(c1)OCO2	-5%	1.2%	0.0%	7%	0.1%	1%	1.4	51	7%	5%
Cc1ccc(OCC(=O)Oc2c(C)cccc2C)cc1	1%	1.6%	-0.5%	6%	-0.2%	-4%	0.8	71	9%	14%
N#Cc1nc(-c2cccc3ccccc23)oc1NCCN1CCCCC1	-3%	4.4%	0.1%	21%	0.0%	42%	3.4	73	6%	-3%
O=C(C1=COCCO1)N1CCN(c2nc3ccc([N+](=O)[O-])cc3s2)CC1	8%	-0.3%	nt	1%	1.7%[50 µM]	nt	1.0	54	11%	nt
COc1ccc(OCc2cc(=O)c3ccc4c(c3o2)C=CC(C)(C)O4)cc1OC	1%	nt	nt	6%	4.1%	nt	6.9	56	nt	nt

Sorted by molar mass (falling): three of the compounds above
SMILES	NS5 inhibitors	RSV antiviral HEp-2	West Nile virus CPE	MgcRacGAP inhibition	K1F lysis inhibition	AID2073	NTR1 ag	NTR1 ag cell count 20 µM	SV40 large T antigen	Siah-1 displacement	others
CC(C(=O)NCCS(=O)(=O)c1ccc(Br)cc1)S(=O)(=O)c1ccc(Cl)cc1 (stereo unspecified)	-2%	-0.7%	-0.4%	10%	0.3%	11%	2.5	44	3%	-4%
COc1ccc(OCc2cc(=O)c3ccc4c(c3o2)C=CC(C)(C)O4)cc1OC	1%	nt	nt	6%	4.1%	nt	6.9	56	nt	nt
N#Cc1nc(-c2cccc3ccccc23)oc1NCCN1CCCCC1	-3%	4.4%	0.1%	21%	0.0%	42%	3.4	73	6%	-3%

Going on with the list.
SMILES	NS5 inhibitors	RSV antiviral HEp-2	West Nile virus CPE	MgcRacGAP inhibition	K1F lysis inhibition	AID2073	NTR1 ag	NTR1 ag cell count 20 µM	SV40 large T antigen	Siah-1 displacement	others
Cc1ccc(-n2c(SCC(=O)N3CCOCC3)nnc2-c2ccncc2)cc1C	-16%	0.9%	0.1%	1%	0.0%	-2%	-0.3	58	14%	4%
CCOC(=O)C(CC)n1cnc2c(oc3ccccc32)c1=O (stereo unspecified)	1%	3.2%	0.6%	3%	0.1%	-7%	-0.7	73	1%	0%
CN(C)CCNC(=O)c1c(CSc2ccccc2)noc1C(=O)NCc1ccccc1	-1%	-1.7%	-0.3%	4%	0.3%	3%	0.6	74	3%	-1%
COc1ccc(OC)c(NC(=S)N2CCN(Cc3ccccc3)CC2)c1	3%	0.1%	-0.7%	-3%	0.6%	-28%	1.1	96	21%	4%
Cc1cc(C)nc(SCC(=O)NN=C2CCCC2)n1	-9%	1.4%	-0.2%	-8%	-2.0%	-4%	-1.0	24	6%	5%
NS(=O)(=O)c1ccc(CCNC(=O)C2CCCN(S(=O)(=O)c3cccnc3)C2)cc1 (stereo unspecified)	-4%	0.2%	-0.2%	2%	-1.4%	4%	-3.2	55	1%	3%
O=C1CC(N2CCN(c3ccccn3)CC2)C(=O)N1c1ccc(F)cc1 (stereo unspecified)	nt	-0.3%	0.0%	nt	nt	8%	0.9	50	7%	2%
Cn1c(=O)oc2cc(S(=O)(=O)N3CCN(c4ccccc4F)CC3)ccc21	-18%	1.2%	-0.1%	-27%	-0.5%	4%	-1.8	59	3%	-8%
CCCOc1cccc(C(=O)NCCNC(=O)c2ccccn2)c1	-10%	1.4%	-0.4%	6%	0.6%	6%	0.6	41	1%	0%
CCC1CCCCN1C(=O)c1ccccc1OC1CCN(S(C)(=O)=O)CC1 (stereo unspecified)	-12%	2.2%	-0.8%	5%	0.0%	-4%	0.3	46	-3%	3%
CCN(CC)CCOc1ccccc1OC	1%	2.0%	0.3%	23%	-0.1%	7%	0.6	58	23%	6%
O=C(NC1CC1)C1CCCN(C(=O)Nc2ccc(F)cc2)C1 (stereo unspecified)	-1%	-0.4%	0.2%	8%	3.8%[50 µM]	-2%	-0.3	50	-2%	10%
CC(/C=C1\SC(=S)N(CCCC(=O)Nc2ccc(C(=O)O)c(O)c2)C1=O)=C\c1ccccc1	nt	1.6%	-0.5%	nt	nt	7%	nt	nt	>100µM*	6%
O=C(CNC(=O)N1CC(=O)Nc2ccccc21)Nc1ccc(F)c(Cl)c1	-1%	0.7%	-0.6%	13%	0.6%	11%	-0.8	55	15%	-4%
Cc1cc(SCc2ccccc2C)nc(=O)[nH]1	-8%	1.6%	0.4%	2%	0.5%	0%	0.2	59	-1%	-5%
CCOCCCN(C(=O)c1snc(C(N)=O)c1N)C(C(=O)NCCC(C)C)c1ccc(Cl)cc1 (stereo unspecified)	1%	2.5%	-1.0%	6%	0.3%	9%	1.6	63	21%	2%
Fc1ccccc1-c1n[nH]c(=S)n1Cc1ccccc1	-9%	-0.3%	0.8%	9%	0.2%	16%	0.7	65	13%	0%
O=C(O)/C(=C\c1ccco1)NC(=O)c1ccccc1	3%	1.4%	0.1%	7%	-0.3%	17%	2.0	64	7%	17%
O=C1OCCN1C(=O)[C@H]1[C@H](c2ccc(F)cc2)C(c2ccccc2)=NN1c1ccccc1	2%	nt	nt	6%	0.1%	nt	7.3	80	nt	nt	NS5 inhibitors pilot replicate=1.8
O=C(CN(Cc1ccco1)C(=O)c1cccc(Cl)c1)Nc1c(Cl)cc(Cl)cc1Cl	-5%	2.5%	?	6%	0.3%	2%	1.5	97	24%	1%
COC(=O)Cn1cnc(C(=O)Nc2ccc(C)c(C)c2)n1	-2%	nt	nt	8%	0.2%	nt	1.4	48	nt	nt	NS5 inhibitors pilot replicate=2.1
O=Cc1cc(N=Nc2cccc(C(=O)O)c2)ccc1O	100µM*	2.7%	1.4%	16%	0.0%	-11%	-1.1	95	6%	-4%
CC(N=Cc1c(O)c2ccccc2oc1=O)C(=O)O (stereo unspecified)	1%	-0.3%	0.8%	4%	-0.4%	0%	-1.0	39	10%	-1%
COc1ccc(N2CCN(C(=O)CNC(=O)c3ccccc3Cl)CC2)cc1	-6%	2.1%	0.1%	12%	0.3%	15%	1.4	49	23%	-1%
Cc1ccc(CNC(=O)C2(S(=O)(=O)c3ccc(C)cc3)CC2)cc1	3%	-0.1%	-0.5%	11%	0.0%	-7%	4.2	46	5%	3%
Cc1ccc(C)n1-c1nc(=S)[nH][nH]1	2%	0.7%	-0.2%	2%	-1.7%	-35%	1.1	66	31%	0%
O=C(Cn1cc(C(=O)C2CC2)c2ccccc21)Nc1ccccc1Cl	-6%	0.5%	-0.5%	3%	0.6%	-9%	-0.3	56	22%	1%
CCCCNc1c(-c2ccc(SC3CCCCC3)cc2)nc2ccccn12	-7%	-4.2%	nt	5%	1.0%	nt	16	54	20%	nt
O=C1NCC(c2ccccc2)C1C(=O)N/N=C\c1ccc(-c2cccc(Cl)c2Cl)o1 (stereo unspecified)	-3%	-4.1%	-0.4%	14%	-0.1%	21%	6.8	34	0%	-4%
COc1ccc(NC(=O)c2ccc(NCC3CCCO3)c([N+](=O)[O-])c2)cc1 (stereo unspecified)	7%	2.6%	-0.4%	7%	-1.0%	-19%	-0.8	29	2%	-2%
O=C(Cc1cn2ccsc2n1)Nc1ccccc1Oc1ccccc1	-7%	-2.4%	-0.3%	13%	-0.4%	-4%	1.0	42	-5%	2%
CC(/C=C1\SC(=O)N(CC(=O)Nc2ccc(O)cc2)C1=O)=C\c1ccccc1	6%	?	-0.5%	9%	-0.4%	10%	12	52	21%	-2%
CCC12CCCN3CCC4(C(=C(C(=O)OC)C1)Nc1ccccc14)C32 (stereo unspecified)	-3%	nt	0.7%	-6%	-0.2%	-17%	nt	nt	6%	2%
CCn1c(SCC(=O)Nc2ccc(OC)cc2OC)nc2nc3c(cc2c1=O)COC(C)(C)C3	6%	2.6%	0.7%	4%	-0.4%	2%	1.9	53	1%	11%
COc1ccc(C(=O)COC(=O)c2ccccc2NS(=O)(=O)c2ccc(O)c([N+](=O)[O-])c2)cc1	5%	1.3%	0.2%	9%	-0.1%	37%	3.1	53	9%	8%
CCCNc1nc(N2CCCC2)nc(N2CCCC2)n1	-9%	8.4%	-1.0%	2%	1.1%	3%	6.2	59	18%	-6%
CC(C)Cc1cc(C(=O)Nc2cc(C(F)(F)F)ccc2Cl)no1	-8%	1.7%	-0.4%	6%	1.1%	-3%	-0.6	79	7%	-3%
O=C(Cn1nc(-c2ccccc2)c2ccccc2c1=O)NCCN1CCOCC1	-1%	1.6%	-0.4%	1%	-0.1%	-7%	-1.9	86	1%	2%
CCOC(=O)C1CCN(C(=O)CCNC(=O)c2ccccc2OC)CC1	1%	1.6%	0.2%	5%	-0.2%	0%	-0.2	88	10%	-6%
Cc1cc(C)nc(N2CCC(C(=O)NNC(=O)c3ccccc3)CC2)n1	2%	0.8%	0.0%	9%	0.4%	3%	-1.0	43	26%	0%
CCN(CC)c1ccc(N=C2C(=O)Nc3ccccc32)cc1	>100µM*	2.3%	-0.7%	?	0.5%	-25%	8.0	52	38%	-3%
CC1=CC(=Nc2c(C)n(C)n(-c3ccccc3)c2=O)C=CC1=O	nt	nt	0.6%	nt	nt	43%	-0.7	67	30%	43%
COc1ccc(C2c3[nH]c4ccccc4c3CCN2C(=O)c2cc3ncccn3n2)c(F)c1 (stereo unspecified)	-4%	20%	35µM*	-6%	0.6%	16%	nt	nt	7%	-3%
CC(=O)c1cccc(N=Cc2c(O)ccc3ccccc23)c1	12%	1.8%	0.1%	1%	-1.2%	-12%	2.2	62	25%	5%
CCCCOC(=O)c1ccc(-c2ccc(/C=N/NC(=S)NCC)o2)cc1	-1%	0.7%	-0.3%	-6%	0.4%	-34%	1.0	49	10%	-1%
COc1ccc(Oc2cc(C)c3ccccc3n2)cc1	-12%	1.4%	0.3%	5%	0.7%	7%	3.1	82	0%	-2%
